High-throughput results from PubChem BioAssay.
bCat KO growth – beta-catenin-lacking colon tumor cell growth suppression; hit rate 1.5% among 140,000; viability, % at 10 µM; HCT116 beta-catenin knockout viability, CellTiter-Glo, 60 h; hits give low values;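 active = viability at or under a set limit, the compound median less 4 SD, cut at about 6% in these data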;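 note: 0% = Hyamine 1622 control at 20 µM and 100% = untreated cell control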
GALR2 blocker – GALR2 (human) receptor antagonism | O43603 | GALR2-expressing cells, antagonist mode | inhibition, % at 4 µM | hit rate 0.39% among 140,000; in the data active = inhibition above about 27%;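 note: cells stimulated with galanin 1-16 at roughly its EC80; 0% = agonist challenge control and 100% = basal control without agonist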
Target sequence (O43603 whole entry, looked up): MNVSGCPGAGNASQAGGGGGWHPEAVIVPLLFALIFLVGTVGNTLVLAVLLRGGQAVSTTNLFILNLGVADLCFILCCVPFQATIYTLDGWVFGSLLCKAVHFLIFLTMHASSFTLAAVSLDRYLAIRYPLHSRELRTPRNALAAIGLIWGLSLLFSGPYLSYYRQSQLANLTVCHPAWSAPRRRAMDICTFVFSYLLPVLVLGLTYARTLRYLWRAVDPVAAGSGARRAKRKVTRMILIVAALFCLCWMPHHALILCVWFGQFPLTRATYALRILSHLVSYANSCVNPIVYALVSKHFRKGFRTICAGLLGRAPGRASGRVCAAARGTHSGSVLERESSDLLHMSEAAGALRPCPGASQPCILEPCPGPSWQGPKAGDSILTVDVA
NPY Y2 blocker – NPY-Y2 (human) receptor antagonism | P49146 | hit rate 0.99% among 140,000 | NPY-Y2 expressing cells, antagonist mode | inhibition, % at 2.7 µM | AID 793; in the data active = inhibition above about 17%;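 note: 0% = vehicle with agonist challenge and 100% = reference antagonist with challenge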
Target sequence (P49146 whole entry, looked up): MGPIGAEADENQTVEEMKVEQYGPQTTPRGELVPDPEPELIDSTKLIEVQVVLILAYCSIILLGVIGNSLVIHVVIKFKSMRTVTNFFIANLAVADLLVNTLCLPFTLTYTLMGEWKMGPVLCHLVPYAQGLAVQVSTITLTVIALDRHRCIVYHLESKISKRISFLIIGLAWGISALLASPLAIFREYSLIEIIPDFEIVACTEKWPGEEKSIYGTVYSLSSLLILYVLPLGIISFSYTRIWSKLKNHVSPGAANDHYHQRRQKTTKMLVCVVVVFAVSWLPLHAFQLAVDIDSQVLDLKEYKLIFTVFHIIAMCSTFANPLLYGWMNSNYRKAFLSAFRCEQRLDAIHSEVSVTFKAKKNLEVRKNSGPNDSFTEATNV
Measles CPE – protection of cells from measles virus. Measles virus-infected cells, CPE protection, absorbance. protection (pct of control), % at 4 µM. hit rate 1.5% among 140,000. AID 841; in the data active = protection mostly above about 24%, no sharp cut-off; inactive = mostly below about 26%; note: some compounds called inactive have numbers as strong as hits
BB579 growth dn – chemicals that inhibit yeast BB579 growth in restrictive medium (lifespan-shortening candidates). S. cerevisiae BB579 growth, OD615, 48 h. inhibition, % at 10 µM. hit rate 0.51% among 140,000;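 active = inhibition above a set limit, 3 SD over the mean compound inhibition, cut at about 44% in these data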; note: inactives centre near -24
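test system = yeast BB579 (DeaD) | buffer or medium = restrictive CSMM-D medium | doses = single compound dose of 10 µM, 0.25% DMSO final | times = 4 h preincubation and 48 h exposure at 30 °C | technique = culture absorbance at 615 nm | benchmarks = amphotericin B 10 µg/mL, positive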
E-sel TNF inh – blocks E-selectin expression induced by TNF alpha; HUVEC TNFa-induced E-selectin immunofluorescence, high content; inhibition, % at 2 µM; hit rate 0.71% among 120,000;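 active = inhibition above the batch mean plus 3 SD, and confirmed as a hit on visual image review, cut at about 43% in these data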;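 note: 0% = TNF-stimulated DMSO wells and 100% = unstimulated control wells; not every result past the cut was called active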
PTEN del growth – PTEN-deleted cell growth suppression | HCT116 PTEN-null viability, CellTiter-Glo, 60 h; hits give low values | viability, % at 10 µM | hit rate 1.2% among 140,000;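 active = viability at or below a set limit, 4 SD under the median of all tested compounds, cut at about 3.7% in these data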;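 note: PTEN knockout HCT116 line with beta catenin targeted HCT116 as companion control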
Yeast lifespan up – extends the lifespan of yeast. S. cerevisiae growth with nicotinamide, OD615; deaD strain in restrictive glucose medium. inhibition of the nicotinamide effect, % at 10 µM. hit rate 0.68% among 130,000. AID 775;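 active = inhibition above a set limit, placed 3 SD over the median of all compounds, cut at about 26% in these data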;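 note: 0% = nicotinamide-treated wells and 100% = cells grown without nicotinamide; some compounds called inactive have numbers as strong as hits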
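Measured by: optical density (absorbance) at 615 nm; System: modified budding yeast, DeaD strain; Medium: restrictive CSMM-D dextrose medium; Timing: 4 h preincubation then 48 h treatment at 30 °C.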
Phagocytosis inh – blocks phagocytosis by macrophages | inhibition, % at 5 µM | J774A.1 macrophage IgG-bead phagocytosis, imaging | hit rate 0.07% among 110,000 | AID 1029;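 active = inhibition above the mean of the plate negative controls plus 5 SD, cut at about 13% in these data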;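 note: phagocytic index as fraction of beads internalized from green versus red external bead signal; plate controls were DMSO negative control for no effect and cytochalasin-D positive control for full effect; some results beyond the cut were filed as inactive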
MRP1 act – activates MRP-1 | H69AR cells + doxorubicin, viability rescue, CellTiter-Glo | viability increase, % at 10 µM | hit rate 0.61% among 140,000;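 active = viability gain under doxorubicin at or above a set limit, the compound median plus 3 SD, cut at about 4.7% in these data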;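 note: MRP-1 overexpressing cells given doxorubicin 25 µM after compound pretreatment; 18-22 h compound pretreatment then 72 h with doxorubicin before readout; 0% = doxorubicin-only wells and 100% = vehicle-treated cells without doxorubicin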
Starred values were filed as active, the others as inactive; x = not tested or not shown.

SMILES	bCat KO growth	GALR2 blocker	NPY Y2 blocker	Measles CPE	BB579 growth dn	E-sel TNF inh	PTEN del growth	Yeast lifespan up	Phagocytosis inh	MRP1 act
CC(OC(=O)C(NC(=O)c1ccco1)C(C)C)C(=O)Nc1ncc(Cl)cc1Cl (centres undefined)	84	9	-3	29	-19	x	93	-3	-5	-4.1
C/C(N)=C(/C#N)C(=O)COC(=O)CSc1ccc2ccccc2c1	104	14	12	1	-70	23	110	-13	-1	0.1
Nc1cc(C(=O)OCC(=O)NCC2CCCO2)ccc1Cl (centres undefined)	92	2	1	5	-11	-12	97	-5	-1	-1.0
Cc1cccc(N(C)C(=O)COc2cc(=O)n(C)c3ccccc23)c1	101	-4	1	14	14	6	100	-5	0	-0.8
Clc1ccc(Cn2ncc3c(N4CCCCC4)ncnc32)c(Cl)c1	90	8	1	15	-29	x	82	-5	0	-2.8
CCOc1ccc(-c2nnc3sc(COc4ccc(C)cc4)nn23)cc1	89	3	3	9	-27	x	104	1	0	-1.4
ONC(=Nc1ccc(Cl)cc1)c1ccc(Cl)cc1	87	-13	-2	3	-46	x	80	-15	-1	-2.4
COC(=O)C1=C(C(=O)OC)SC(=C2C(=S)C(C)(C)N(C(=O)C3CC3)c3ccccc32)S1	73	-6	6	6	-51	0	77	1	-1	-0.1
O=C(Nc1cccc(C(=O)N2CCOCC2)c1)c1ccccc1	99	14	0	1	-51	16	105	-6	1	-0.3
O=C(Cn1nnc(-c2ccccc2)n1)Nc1ccccc1N1CCOCC1	80	-3	2	13	1	3	75	15	-1	-3.0
CC(C)c1nc2ccccc2c2nnc(SCC(=O)NCc3ccco3)n12	104	4	2	5	-52	x	97	-19	0	-3.0
COC(=O)c1sccc1NC(=S)N1CCCCC1C (centres undefined)	92	-6	3	24	-39	x	95	2	0	-0.6
COc1ccc(-c2cc3ccc(OCc4nn[nH]n4)cc3oc2=O)cc1	96	-11	-2	13	-27	4	100	-6	x	-1.3
COc1cccc(CNC(=O)CCS(=O)(=O)c2cccc3nsnc23)c1	95	-3	0	3	-20	11	103	-14	x	-3.4
O=[N+]([O-])c1ccc(Sc2n[nH]c(-c3ccccc3)n2)nc1	84	0	2	8	-21	6	83	-6	-1	-2.4
CN(CCOC(=O)c1cccc(F)c1)Cc1ccccc1	96	3	3	8	-2	x	105	2	-6	1.3
CCOC(=O)C(=Cc1ccc(OCc2ccc([N+](=O)[O-])cc2)c(OC)c1)C(=O)OCC	97	5	4	3	-46	1	99	-4	0	-2.3
Cn1nc(C(F)(F)F)c(/C=N/OC(=O)c2ccccc2Cl)c1SCc1ccccc1Cl	35	-10	4	5	-30	-5	34	7	0	-5.2
C/C(=C\c1ccccc1)C(=O)NC1CCSC1=O (centres undefined)	92	-10	-2	3	1	-11	91	-11	x	-0.4
O=C(CN1C(=O)C2C3C=CC(C3)C2C1=O)Nc1ccc2nccnc2c1 (centres undefined)	87	5	2	14	3	x	104	-7	0	-1.8
O=C(N1CCN(c2ccccc2F)CC1)C1(c2cccs2)CCOCC1	81	-22	1	11	-6	x	91	-2	-13	-2.2
O=C(COn1nnc2ccccc21)NCC1CCCCC1	101	2	2	7	13	x	107	-3	0	0.2
Cc1cc(C)nc(NS(=O)(=O)c2ccc(N3C(=O)c4ccccc4C3=O)cc2)n1	89	2	5	10	-7	x	96	-3	-5	-0.8
Cc1nc(-c2ccccc2)nc2[nH]c(-c3ccccc3)cc(=O)c12	91	-6	7	4	-41	-2	87	-8	1	-2.2
Cc1ccc(NC(=O)Cn2cc(S(=O)(=O)c3ccc(C)cc3)c(=O)c3cc(F)ccc32)cc1	50	1	-2	10	-24	31	16	5	x	-1.7
CCOc1cc(S(=O)(=O)N2CCC(c3nc4ccccc4s3)CC2)c(OCC)cc1S(=O)(=O)N1CCCCC1	85	2	1	3	-63	x	78	-3	x	-1.2
CCC(=O)N1N=C(c2ccc(NS(C)(=O)=O)cc2)CC1c1ccc(C)cc1 (centres undefined)	92	3	-3	8	-12	-14	93	-1	-1	-3.9
CCS(=O)(=O)N1CCC(C(=O)NCCc2ccccc2)CC1	111	-1	0	18	-20	22	104	-7	x	0.3
CCC12CN3CCN(CC(C3)/C1=N\NC(=O)c1ccc(C(C)(C)C)cc1)C2	94	0	2	19	3	x	94	-4	-4	-0.3
COc1ccc(CC(=O)Nc2cc(C)ccn2)cc1	88	7	3	3	15	12	81	-9	2	-2.4
Cc1nn(-c2ccc(Cl)c(Cl)c2Cl)c(=O)c2ccccc12	74	21	4	20	-45	12	74	3	0	-2.1
CC(C)Cn1c2c(c(=O)[nH]c1=O)C(C(F)(F)F)(C(F)(F)F)N=C(CCC1CCCCC1)N2	83	-4	12	0	-16	2	68	7	0	-3.5
Cc1sc2nc(CN(C(=O)NC3CCCCC3)C3CCCC3)[nH]c(=O)c2c1C	88	2	4	6	-35	18	91	x	x	-2.8
CCCc1nnc(SCC(=O)N2CCCC(C)C2)n1CCCOC (centres undefined)	103	7	0	2	-38	-19	90	-9	0	-2.8
CCOC(=O)N1CCN(C(=O)c2ccc(Cl)c(S(=O)(=O)Nc3ccccc3)c2)CC1	94	-3	1	11	-31	-2	91	-12	-3	-2.4
COc1cc2c(cc1NC(=O)C(C)Sc1cccc[n+]1[O-])oc1ccccc12 (centres undefined)	80	4	3	4	14	x	86	-6	4	-1.9
O=C(NCCN1CCCC1)C1CC(=O)N(C2CCCCC2)C1 (centres undefined)	89	6	3	5	-46	9	103	-5	2	-1.2
COc1nn(CC(=O)N2N=C(C)CC2(O)C(F)(F)F)cc1[N+](=O)[O-] (centres undefined)	93	-5	4	19	-22	8	95	x	x	0.3
CCOC(=O)Cn1c(=O)oc2cc(S(=O)(=O)NCCC(C)C)ccc21	88	-8	0	37	-25	x	96	-2	-1	-0.6
CCOC(=O)C1CCN(C(=O)c2cc3cc4cc(OC)ccc4nc3o2)CC1	87	-4	4	8	5	x	90	-30	0	-1.5
CCOC(=O)c1c(C)oc2c1c(C=NC1CCS(=O)(=O)C1)c(O)c1ccccc12 (centres undefined)	59	5	-1	16	-44	-18	63	-4	x	-5.2
O=C(C1CCN(c2ccc(N3CCOCC3)nn2)CC1)N1CCN(c2ccc(F)cc2)CC1	93	-5	2	9	-24	-19	89	-19	-2	-1.7
COCCNC(=O)CN(C(=O)Cn1nnc2ccccc21)c1ccc(C)c(F)c1	99	-1	2	7	-38	12	93	x	x	-2.5
CCCn1nnc(NC(=O)c2sc3ccccc3c2Cl)n1	100	7	4	4	3	-14	91	-18	1	-2.7
CCC1(C(=O)OC)NC(c2cccc(F)c2)C2C(=O)N(C)C(=O)C21 (centres undefined)	99	-3	-1	5	-33	-14	98	x	x	-2.1
CC(C)c1ccccc1OCCCCCNCCO	78	-13	4	13	-37	7	72	-22	0	-5.2
O=C(NCc1ccco1)c1ccc2c(=O)n(-c3ccccc3)c(=S)[nH]c2c1	98	-3	2	6	-41	x	95	-17	x	-2.5
COc1ccccc1-n1c(SCC(=O)N(C)C2CCS(=O)(=O)C2)nc2ccccc2c1=O (centres undefined)	91	2	10	9	-20	-15	93	-18	0	-1.3
CCc1ccccc1OCc1nnc(N)s1	93	-3	1	5	-33	-45	95	-5	0	-2.4
Cc1ccc(CC(=O)NCC(C)C)cc1	105	19	0	4	14	-7	109	-11	2	-0.3
CCCC(=O)Nc1ccc(C#Cc2ccccc2)cc1	83	1	-1	6	-53	-2	73	-14	x	-1.1
COc1ccc(NS(=O)(=O)c2ccc(N3CCOCC3)c(NC(=O)c3ccccc3Cl)c2)cc1	76	8	3	5	4	5	65	2	11	-2.1
CN(C)S(=O)(=O)N1CCN(S(=O)(=O)c2ccccc2)CC1	84	-7	3	5	-20	7	85	-4	-2	-0.3
Nc1nc(NC(=O)c2cccs2)nn1-c1ccccc1	97	-10	3	25	-45	20	103	-17	-3	-1.7
COC(=O)c1ccc(NC(=O)C2C3C=CC(O3)C2C(=O)O)cc1 (centres undefined)	91	15	2	6	-49	5	91	-10	-1	-0.2
Cc1cc(N2C(=O)CCC2=O)n(-c2ccccc2)n1	91	11	6	5	-2	-15	96	0	-1	-0.4
Cc1cccc(NC(=O)CCCCCN2C(=O)c3ccccc3C2=O)n1	91	2	2	23	-70	-17	102	-10	0	0.8

In the list so far, these contain fluorine:
SMILES	bCat KO growth	GALR2 blocker	NPY Y2 blocker	Measles CPE	BB579 growth dn	E-sel TNF inh	PTEN del growth	Yeast lifespan up	Phagocytosis inh	MRP1 act
CN(CCOC(=O)c1cccc(F)c1)Cc1ccccc1	96	3	3	8	-2	x	105	2	-6	1.3
Cn1nc(C(F)(F)F)c(/C=N/OC(=O)c2ccccc2Cl)c1SCc1ccccc1Cl	35	-10	4	5	-30	-5	34	7	0	-5.2
O=C(N1CCN(c2ccccc2F)CC1)C1(c2cccs2)CCOCC1	81	-22	1	11	-6	x	91	-2	-13	-2.2
Cc1ccc(NC(=O)Cn2cc(S(=O)(=O)c3ccc(C)cc3)c(=O)c3cc(F)ccc32)cc1	50	1	-2	10	-24	31	16	5	x	-1.7
CC(C)Cn1c2c(c(=O)[nH]c1=O)C(C(F)(F)F)(C(F)(F)F)N=C(CCC1CCCCC1)N2	83	-4	12	0	-16	2	68	7	0	-3.5
COc1nn(CC(=O)N2N=C(C)CC2(O)C(F)(F)F)cc1[N+](=O)[O-] (centres undefined)	93	-5	4	19	-22	8	95	x	x	0.3
O=C(C1CCN(c2ccc(N3CCOCC3)nn2)CC1)N1CCN(c2ccc(F)cc2)CC1	93	-5	2	9	-24	-19	89	-19	-2	-1.7
COCCNC(=O)CN(C(=O)Cn1nnc2ccccc21)c1ccc(C)c(F)c1	99	-1	2	7	-38	12	93	x	x	-2.5
CCC1(C(=O)OC)NC(c2cccc(F)c2)C2C(=O)N(C)C(=O)C21 (centres undefined)	99	-3	-1	5	-33	-14	98	x	x	-2.1
